Source: PubChem (National Center for Advancing Translational Sciences (NCATS))
Lamin A splicing: LMNA splicing modulation; HeLa LMNA splicing GFP/RFP minigene ratio, 48 h; Potency, µM (titrated, usually from 46.1 µM), without a hit: top-dose ratio change, negative = inhibition, hits mostly inhibitors; hit rate 0.01% among 200,000; AID 1487; active = well fitted inhibition curve with a large enough effect in the signal ratio, with a control signal flat, not every such curve was filed as active; inconclusive = small, poorly fitted or top-dose-only effect, or effect the other way, or a change in a side signal; the % refers to the signal ratio; also: potency is read from the fitted curve at half-maximal effect; % is scaled to controls: 0 for no effect and ±100 for the full control effect
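S3 HeLa stable clones carrying a lamin A-EGFP splicing minigene plus DsRed2 were seeded at 600 cells/well in Opti-MEM with 2% FBS, pin-dosed and incubated 48 h at 37°C. Acumen cytometry (488 nm) gave the GFP/RFP total-intensity ratio.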
HTT ATP protect: cytoprotection in Huntington HTT-Q103 PC12 cell model; PC12 HTT-Q103 induced, cytoprotection, ATP luminescence, 40 h; Potency, µM (series often up to 56.4 µM), for inactives: cytoprotection (ATP increase), actives largely listed as activators; hit rate 0.14% among 230,000; AID 1471;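 also: potency is read from the fitted curve at half-maximal effect; % of control where 0% means no effect; nearly all actives have a fitted effect of over 45% in size; toxic huntingtin expression switched on by the ecdysone agonist tebufenozide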
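Cells were plated at 1500 per well in phenol red-free DMEM with 5% equine and 5% calf serum. Tebufenozide (100 nM final) and compounds were added, then ATPlite reagent, and luminescence was read.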
CBFb RUNX1 block: CBF-beta/RUNX1 interaction disruption. Q01196+Q13951. AlphaScreen CBFb-His/RUNX1-biotin binding, biochemical. Potency, µM (doses to about 59.8 µM), inactives show at the top dose activity, negative = inhibition, hits mostly inhibitors. 230,000 tested, under 10 active. AID 1477; also: % of control where 0% means no effect
Target sequence (Q01196 whole entry, looked up): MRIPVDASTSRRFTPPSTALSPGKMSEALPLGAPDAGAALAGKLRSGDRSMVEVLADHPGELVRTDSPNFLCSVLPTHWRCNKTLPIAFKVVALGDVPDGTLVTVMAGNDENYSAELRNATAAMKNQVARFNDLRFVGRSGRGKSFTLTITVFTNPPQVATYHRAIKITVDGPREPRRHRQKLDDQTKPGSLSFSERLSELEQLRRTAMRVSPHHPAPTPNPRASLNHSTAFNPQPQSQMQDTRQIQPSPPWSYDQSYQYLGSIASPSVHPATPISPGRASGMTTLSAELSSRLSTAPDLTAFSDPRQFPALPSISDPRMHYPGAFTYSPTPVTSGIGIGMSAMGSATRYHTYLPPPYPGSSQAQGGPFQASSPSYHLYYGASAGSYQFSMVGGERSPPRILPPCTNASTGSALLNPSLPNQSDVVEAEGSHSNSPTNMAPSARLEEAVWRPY
Target sequence (Q13951 whole entry, looked up): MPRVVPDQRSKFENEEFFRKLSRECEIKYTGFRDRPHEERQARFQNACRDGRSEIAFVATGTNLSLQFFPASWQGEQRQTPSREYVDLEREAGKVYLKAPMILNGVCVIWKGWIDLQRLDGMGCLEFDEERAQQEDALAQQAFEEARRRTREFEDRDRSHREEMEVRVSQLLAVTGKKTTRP
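Room-temperature protein-protein interaction test with 30 nM each of His-tagged CBF-beta and biotinylated RUNX1, 15 min with compound, then 90 min with nickel plus streptavidin beads. Signal read in AlphaScreen mode.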
aGlu spleen mod: lysosomal alpha-glucosidase (human) modulation. P10253. human spleen homogenate, 4-MU-alpha-glucoside fluorescence. Potency, µM (series often up to 79.9 µM), for inactives: at the highest dose activity change, negative = inhibition, usual class: inhibitors. hit rate 0.006% among 240,000. AID 2112;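 also: potency is read from the fitted curve at half-maximal effect; 0% = enzyme with vehicle and -100% = no enzyme basal signal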
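AC50 values come from Hill-equation fits of concentration-response data, normalized to no-enzyme and full-activity controls. Enzyme source: 1 ug human spleen homogenate; 1 mM fluorogenic 4-MU glucoside, pH 5.0 citrate buffer, 37 C, 40 min.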
HttQ103 aggreg: inhibitors of mutant huntingtin aggregate formation in PC12 cells. PC12 HttQ103-GFP aggregates, Acumen cytometry, 40 h. Potency, µM (doses to about 46.1 µM), without a hit: at the top dose activity change, negative = inhibition, most hits filed as inhibitors. hit rate 1.1% among 220,000; also: potency is read from the fitted curve at half-maximal effect; % is scaled to controls: 0 for no effect and ±100 for the full control effect; nearly all actives have a fitted effect of over 60% in size
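Compounds (qHTS titration) were added to PC12 cells expressing an ecdysone-driven HTT exon 1 Q103–GFP fusion after induction with 100 nM tebufenozide. Aggregate formation was measured as GFP objects in cell lysates.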
GAA glycogen: alters human alpha-glucosidase cleavage of glycogen; hit rate 0.38% among 300,000; P10253; recombinant GAA, glycogen substrate, Amplex Red glucose oxidase fluorescence; AID 2100; Potency, µM (highest dose often 76.4 µM), inactives show top-dose activity change, negative = inhibition, actives largely listed as inhibitors;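 also: potency is read from the fitted curve at half-maximal effect; 0% = full enzyme reaction and -100% = no-enzyme basal signal; the screen sought inhibitors and activators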
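Recombinant human enzyme (4 nM); glycogen substrate; 37 C, 40 min, pH 5.0. Readout: coupled glucose oxidase/Amplex Red fluorescence.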
GAA inh: alpha-glucosidase (human) inhibition; P10253; purified human GAA, 4-MU-alpha-glucoside fluorescence; Potency, µM (doses to about 76.9 µM), for the others: at the top dose activity change, negative = inhibition, hits mostly inhibitors; hit rate 0.005% among 200,000;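 also: potency is read from the fitted curve at half-maximal effect; plate controls were uninhibited enzyme wells for no effect and no-enzyme background for full effect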
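Compounds are titrated up to 77 uM against 4 nM human enzyme. Substrate 4-methylumbelliferyl-alpha-D-pyranoside (400 uM) reacts 20 min at room temperature in pH 5.0 buffer; liberated 4-methylumbelliferone is read at 440 nm.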
The depositor's hits bear a star; ? = inconclusive; . = not tested or not shown; & = joins results of further samples; [ ] = another dose, or the depositor's remark. Unless noted, calls follow the shape of the dose curve; as a rule, active = well fitted curve in the direction sought with a large enough effect; inconclusive = small, poorly fitted or top-dose-only effect, or another doubt; inactive = no such curve, though single readings can be large; an effect the other way counts as inactive or inconclusive. Compounds as they come (roughly 1.5% active in at least one column).

SMILES | Lamin A splicing | HTT ATP protect | CBFb RUNX1 block | aGlu spleen mod | HttQ103 aggreg | GAA glycogen | GAA inh
COc1cccc(NC(=S)N(Cc2ccc(C)cc2)Cc2ccccn2)c1 | -5%[46 µM] | -33%[inhibitor] | -9% | 1% | 6% | -17% | 0%
N=C1CCC(=N)c2c1c(O)c1ccccc1c2O | . | 9%[10 µM] | . | 4% | -24%[9.22 µM] | -10% | .
COc1ccc(C(=O)OC(C)C(=O)Nc2cc(C(F)(F)F)ccc2Cl)c(OC)c1OC (stereo not drawn) | ? | -1%[10 µM] | -20% | -12% | -3% | 1% | ?
Cc1ccc(-c2csc(/C=C3\SC(C)C(=O)N3CC(=O)Nc3ccccc3F)n2)cc1 (stereo not drawn) | . | -2%[10 µM] | 6% | -8% | 4%[9.22 µM] | 1% | .
CCOC(=O)Cc1n[nH]c(=O)c2ccccc12 | ? | -40% | -3% | -3% | 15% | 8% | -3%
O=C(Nc1ccccc1Sc1ccccc1)c1ccccc1 | 12% | 3% | ? | -3% | -3% | -11% | 0%
COc1ccc(C2CC(C(F)(F)F)n3nc(C(=O)Nc4c(C)n(C)n(-c5ccccc5)c4=O)c(Cl)c3N2)cc1 (stereo not drawn) | 6% | . | 4% | -5% | 11% | 0% | 4%
Cc1nc(C)c(NC(=O)OC(C)C)cc1NC(=O)OC(C)C | 3%[46 µM] | -5%[10 µM] | 12% | 5% | 3% | -9% | -31%
CC(C)(C)C1CCc2sc(C(=O)NNC(=O)CCl)cc2C1 (stereo not drawn) | . | -81%[inhibitor] | 12% | . | -20% | 4% | -8%
O=c1oc2ccccc2cc1-c1cn2cccnc2n1 | -5% | -101%[inhibitor][10 µM] | 1% | -17% | 3% | 7% | ?
Cc1cc(C)nc(N/N=C/c2cn[nH]c2-c2ccccc2)n1 | . | 12%[10 µM] | -7% | 6% | 1%[9.22 µM] | ? | -6%
CCc1ccccc1NC1Nc2cc(C)nn2S1 (stereo not drawn) | ? | -15% | 0% | -4% | -4% | -5% | 1%
O=C(Cc1ccc(-n2c(=O)c3sccc3n(CC(=O)Nc3ccccc3F)c2=O)cc1)NCc1ccco1 | -8%[46 µM] | -4%[10 µM] | -6% | 3% | -1% | 11% | -3%
COC(=O)c1ccccc1NS(=O)(=O)c1ccc(NC(C)=O)cc1 | . | 33%[10 µM] | 0% | 2% | 2%[9.22 µM] | -29% | -11%
CC(C)(C)Nc1nc(NN)nc(NC(C)(C)C)n1 | ? | -13% | -27% | -7% | -28% | -9% | -6%
CC1CCC2C(=O)N(c3ccc(S(=O)(=O)c4ccccc4)cc3)C(=O)C2C1 (stereo not drawn) | 4% | 16%[0.074 µM] | -4% | -3% | -4% | 8% | -4%
CC(O)CNC12CC3CC(CC(C3)C1)C2 (stereo not drawn) | . | -21% | -13% | . | -13% | 10% | -2%
O=c1cc(-c2ccc(O)cc2)oc2c([C@@H]3O[C@H](CO)[C@@H](O)[C@H](O)[C@H]3O)c(O)c([C@@H]3O[C@H](CO)[C@@H](O)[C@H](O)[C@H]3O)c(O)c12 | -3% | . | 2%[2.36 µM] | -1% | -4% | -5% | ?
Cc1ccc(C(=O)NNc2cc(N3CCCC3)nc(N3CCCC3)n2)cc1 | -10% | -22% | -16% | 0% | -6% | 28µM* | 6%
O=C(N[C@@H](c1ccccc1)[C@@H]1C[C@H]1C(=O)O)OCc1ccccc1 | 10% | -2% | 1%[2.36 µM] | -3%&15% | 5% | 0% | 7%
Cc1ccc(-c2nn(C)c(=O)c3ccccc23)cc1CNC(=O)Cn1nc(-c2ccccc2)c2ccccc2c1=O | 3% | -11% | 6% | 3% | 1% | 7% | -7%
CCOc1cc(/C=C/c2ccc3cccc([N+](=O)[O-])c3n2)ccc1OCC(=O)N(C)C | ? | 7%[10 µM] | -29% | -20% | 7% | -3% | -1%
Cc1ccsc1C(=O)N1CCC(CO)(Cc2ccccc2)CC1 | -18%[46 µM] | 8%[10 µM] | 2% | -11% | 7%[9.22 µM] | -13% | 14%
COc1ccccc1NC(=O)N(Cc1ccco1)Cc1cc2cc(C)cc(C)c2[nH]c1=O | ? | -39%[inhibitor][10 µM] | -14% | -10% | -13% | 1% | -7%
Cc1ccc(C)c(CSC2=NCCN2C(=O)c2cccs2)c1 | -8%[46 µM] | 7% | 2% | . | 8% | -1% | -13%

Continued; the last two above are carried over.
SMILES | Lamin A splicing | HTT ATP protect | CBFb RUNX1 block | aGlu spleen mod | HttQ103 aggreg | GAA glycogen | GAA inh
COc1ccccc1NC(=O)N(Cc1ccco1)Cc1cc2cc(C)cc(C)c2[nH]c1=O | ? | -39%[inhibitor][10 µM] | -14% | -10% | -13% | 1% | -7%
Cc1ccc(C)c(CSC2=NCCN2C(=O)c2cccs2)c1 | -8%[46 µM] | 7% | 2% | . | 8% | -1% | -13%
O=C(CNCc1ccco1)Nc1ccc(Oc2ccccc2)cc1 | . | -20% | -8% | -3% | -13% | -4% | -4%
O=c1c(-c2cccs2)nc2cnc(N3CCOCC3)nc2n1CCc1ccccc1 | 12% | -1% | . | 7% | . | . | .
COc1ccc(OC)c(S(=O)(=O)N2CCC(C(=O)Nc3ccccc3)CC2)c1 | 1%[46 µM] | 44%[10 µM] | 7% | 0% | 16%[9.22 µM] | -7% | -10%
CNC(=O)Cn1c(C)cc(=O)c2cccc(OC)c21 | . | -3%[10 µM] | -2% | 4% | -9%[9.22 µM] | 5% | .
CC(=O)c1ccc(NC(=S)NCc2cccnc2)cc1 | . | -9% | 0% | -3% | 26% | 11% | 5%
Cc1nc2cc(-c3ccc(F)cc3)nn2c(N2CCOCC2)c1C | 0% | -2% | -1% | -3% | 12% | 8% | 0%
CN(C)CCN1C(=O)C(=O)/C(=C(/O)c2ccc(F)cc2)C1c1ccccc1 (stereo not drawn) | -1% | -1%[0.074 µM] | 8% | -2% | 9% | -5% | 4%
CNc1nc(C)cc(C)c1S(=O)(=O)c1ccc(Cl)cc1 | -4% | -24% | ? | -6% | -31% | 6% | -7%
COc1ccc(C2N=C(N)N=C(N)N2c2ccccc2)cc1OC (stereo not drawn) | -1% | 17%[4.97 µM] | -6% | -1% | 7% | -12% | -5%
CCCCOC(=O)C1=C(C)NC2=C(C(=O)CCC2)C1c1cc(OC)ccc1OC (stereo not drawn) | 9% | 5% | 6% | 3% | -10%[9.22 µM] | 3% | -7%
Cc1cc(C)cc(NC(=O)C(NCCN2CCOCC2)c2ccccc2)c1 (stereo not drawn) | -11%[46 µM] | 19%[10 µM] | 1% | -15% | 13% | 4% | 0%
O=C(NC(=S)NNC(=O)c1cnccn1)c1ccc(F)cc1 | . | -142%[inhibitor] | . | -4% | -15% | -12% | 5%
CCc1nnc(NC(=O)CSc2nnc(CNc3cccc(C)c3)n2-c2ccccc2)s1 | -5% | -15% | -5% | 0% | 3% | -7% | 1%[15.4 µM]
COC(=O)CN(c1cccc(C(C)=O)c1)S(C)(=O)=O | -3% | -1%[0.074 µM] | 5% | 1% | -8% | 7% | -1%
COc1ccc(OC)c(NC(=O)c2cc3n(n2)C(C(F)(F)F)CC(c2ccc4c(c2)OCO4)N3)c1 (stereo not drawn) | ? | -36% | -28% | 4% | 6% | 14% | -3%[15.4 µM]
Cc1[nH]n(C)c(=O)c1C(=O)c1c(-c2c(Cl)cccc2Cl)noc1C | . | 7%[10 µM] | 3% | 15% | 20%[9.22 µM] | -9% | 0%
COC(=O)c1sc(NC(=O)c2cc(-c3ccccc3)nc3ccccc23)c(C#N)c1C | ? | -44%[inhibitor] | -7% | 0% | 2.2µM* | 3% | -8%
c1ccc2c3c([nH]c2c1)-c1[nH]ncc1CC3 | ? | 11% | -8% | 2% | -4% | -15% | -9%
Cc1cc(/C=C2/NC(=O)N(Cc3ccccc3F)C2=O)c(C)n1C(C)C | ? | -6%[10 µM] | -29% | -23% | 37% | 18% | -11%
CC(C[N+](C)(C)C)OC(N)=O (stereo not drawn) | ? | 19%&-28% | -4%&15%&14%&-4% | -13%&-1%&-1%&1% | 6%&-5% | 5% | 6%[15.4 µM]
O=C(O)CCCC(=O)N1CCN(c2cccc(Cl)c2)CC1 | 1% | -18% | -2% | -2% | -8% | 5% | 1%
CC(C)CC(NC(=O)c1ccc(Cl)cc1Cl)C(=O)O (stereo not drawn) | -5% | -11% | -2% | -3% | -5% | -6% | -5%
Cc1csc2nc3ccccc3c(=O)n12 | -2% | -13%[0.074 µM] | 1% | 6% | -11% | 8% | 7%
CCn1c2ccccc2c2cc(/C(C)=N/O)ccc21 | ? | -7% | -5% | -20% | -9% | -8% | 1%
CCOc1ccc(NC2=NC(C)(C)N=C(N)N2)cc1 | -12% | -6% | -3% | -1% | -2% | 5% | ?

(list continues)
SMILES | Lamin A splicing | HTT ATP protect | CBFb RUNX1 block | aGlu spleen mod | HttQ103 aggreg | GAA glycogen | GAA inh
CN(Cc1ccsc1)C(=O)CCc1nnc(CCCc2ccccc2)o1 | 1%[46 µM] | 16%[10 µM] | 9% | -9% | -5%[9.22 µM] | -14% | 10%
O=C(/C=C/c1ccccc1)NC(NC(=S)Nc1cccc(Cl)c1)C(Cl)(Cl)Cl (stereo not drawn) | ? | 3% | -6% | 6% | 12% | 8% | -10%
O=C(N/N=C/c1c[nH]c2ccccc12)c1ccncc1 | 5% | . | 0% | -6% | 26% | -9% | 4%
COc1ccc(CC(=O)NNC(=O)CCC(=O)Nc2cc(C)ccc2C)cc1 | 15%[46 µM] | -10% | -1% | 2% | ? | 16% | 0%
CO[C@H]1COC(=O)C/C=C\[C@@H](C)COC(=O)[C@@H](OCc2ccccc2)/C=C\[C@@H]1C | . | 2%[10 µM] | 5%[13.1 µM] | 1%[17.4 µM] | . | . | .
COc1ccc(NC(=S)Nc2ccc(N)c([N+](=O)[O-])c2)cc1 | 3% | -11% | -16% | -8% | ? | 40µM* | -6%
CCOc1ccccc1NC(=O)NS(=O)(=O)c1ccc(C)cc1 | -5% | -3% | -1% | 3% | 7% | 0% | 2%

Pulled by structure from the list above (two):
SMILES | Lamin A splicing | HTT ATP protect | CBFb RUNX1 block | aGlu spleen mod | HttQ103 aggreg | GAA glycogen | GAA inh
COc1ccc(CC(=O)NNC(=O)CCC(=O)Nc2cc(C)ccc2C)cc1 | 15%[46 µM] | -10% | -1% | 2% | ? | 16% | 0%
CO[C@H]1COC(=O)C/C=C\[C@@H](C)COC(=O)[C@@H](OCc2ccccc2)/C=C\[C@@H]1C | . | 2%[10 µM] | 5%[13.1 µM] | 1%[17.4 µM] | . | . | .
